Screening data deposited in PubChem by National Center for Advancing Translational Sciences (NCATS).
LMNA splice mod = modulators of lamin A splicing; HeLa LMNA splicing GFP/RFP minigene ratio, 48 h; 200,000 tested, 0.01% active; Potency, µM (top dose mostly 46.1 µM), inactives show top-dose ratio change, negative = inhibition, actives largely listed as inhibitors; active = well fitted inhibition curve with a large enough effect in the signal ratio, with a control signal flat, not every such curve was filed as active; inconclusive = small, poorly fitted or top-dose-only effect, or effect the other way, or a change in a side signal; the % refers to the signal ratio; also: potency is read from the fitted curve at half-maximal effect; % is scaled to controls: 0 for no effect and ±100 for the full control effect
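S3 HeLa stable clones carrying a lamin A-EGFP splicing minigene plus DsRed2 were seeded at 600 cells/well in Opti-MEM with 2% FBS, pin-dosed and incubated 48 h at 37°C. Acumen cytometry (488 nm) gave the GFP/RFP total-intensity ratio.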
HTT cytoprotect = cytoprotection in Huntington HTT-Q103 PC12 cell model. PC12 HTT-Q103 induced, cytoprotection, ATP luminescence, 40 h. Potency, µM (top dose mostly 56.4 µM), for inactives: cytoprotection (ATP increase), hits mostly activators. 230,000 tested, 0.14% active. AID 1471;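 also: potency is read from the fitted curve at half-maximal effect; % of control where 0% means no effect; nearly all actives have a fitted effect of over 45% in size; toxic huntingtin expression switched on by the ecdysone agonist tebufenozide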
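Compounds were screened for protection of PC12 cells against cell death after tebufenozide induction (100 nM final) of mutant Huntingtin exon 1 (Q103) fused to GFP.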
HTT aggregate = reduces HttQ103-GFP aggregates in PC12 cells. PC12 HttQ103-GFP aggregates, Acumen cytometry, 40 h. Potency, µM (highest dose often 46.1 µM), without a hit: at the top dose activity change, negative = inhibition, most hits filed as inhibitors. 220,000 tested, 1.1% active; also: potency is read from the fitted curve at half-maximal effect; % is scaled to controls: 0 for no effect and ±100 for the full control effect; nearly all actives have a fitted effect of over 60% in size
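PC12 cells with ecdysone-inducible HTT exon1 Q103-GFP, induced by 100 nM tebufenozide, given compounds in a concentration series. GFP aggregates (1–25 um, 6 SD above background) counted in lysates by laser-scanning cytometry, 488 nm excitation.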
GAA inhib = inhibitors of human lysosomal alpha-glucosidase; AID 1466; P10253; purified human GAA, 4-MU-alpha-glucoside fluorescence; Potency, µM (titrated, usually from 76.9 µM), inactives show at the top dose activity change, negative = inhibition, actives largely listed as inhibitors; 200,000 tested, 0.005% active;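 also: potency is read from the fitted curve at half-maximal effect; plate controls were uninhibited enzyme wells for no effect and no-enzyme background for full effect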
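AC50 values come from Hill fits of compound titrations (up to 77 uM) against 4 nM human enzyme. Substrate 4-methylumbelliferyl-alpha-D-pyranoside at 400 uM, pH 5.0 citrate buffer, 20 min room temperature; fluorescence Ex 365/Em 440 after alkaline stop.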
aGlu spleen mod = lysosomal alpha-glucosidase (human) modulation; P10253; human spleen homogenate, 4-MU-alpha-glucoside fluorescence; Potency, µM (series often up to 79.9 µM), without a hit: at the highest dose activity change, negative = inhibition, actives largely listed as inhibitors; 240,000 tested, 0.006% active; AID 2112;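 also: potency is read from the fitted curve at half-maximal effect; 0% = enzyme with vehicle and -100% = no enzyme basal signal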
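AC50 values come from Hill-equation fits of concentration-response data, normalized to no-enzyme and full-activity controls. Enzyme source: 1 ug human spleen homogenate; 1 mM fluorogenic 4-MU glucoside, pH 5.0 citrate buffer, 37 C, 40 min.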
CBFb RUNX1 block = CBF-beta/RUNX1 interaction disruption. Potency, µM (highest dose often 59.8 µM), inactives show at the highest dose activity, negative = inhibition, usual class: inhibitors. AlphaScreen CBFb-His/RUNX1-biotin binding, biochemical. Q01196+Q13951. AID 1477. 230,000 tested, under 10 active; also: % of control where 0% means no effect
Target sequence (Q01196 whole entry, looked up): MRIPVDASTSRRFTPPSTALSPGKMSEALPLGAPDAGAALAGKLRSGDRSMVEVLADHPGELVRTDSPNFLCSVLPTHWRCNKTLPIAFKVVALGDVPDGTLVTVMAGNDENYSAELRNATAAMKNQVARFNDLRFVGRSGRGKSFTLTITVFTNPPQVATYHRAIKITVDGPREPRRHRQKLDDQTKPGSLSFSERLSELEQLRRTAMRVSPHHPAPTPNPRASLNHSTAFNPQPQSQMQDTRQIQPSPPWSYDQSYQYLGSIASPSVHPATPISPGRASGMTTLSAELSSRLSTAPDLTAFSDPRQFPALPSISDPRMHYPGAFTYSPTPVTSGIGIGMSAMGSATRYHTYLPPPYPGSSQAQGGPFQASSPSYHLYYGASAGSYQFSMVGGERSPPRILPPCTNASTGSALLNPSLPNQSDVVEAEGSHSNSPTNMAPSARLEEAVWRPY
Target sequence (Q13951 whole entry, looked up): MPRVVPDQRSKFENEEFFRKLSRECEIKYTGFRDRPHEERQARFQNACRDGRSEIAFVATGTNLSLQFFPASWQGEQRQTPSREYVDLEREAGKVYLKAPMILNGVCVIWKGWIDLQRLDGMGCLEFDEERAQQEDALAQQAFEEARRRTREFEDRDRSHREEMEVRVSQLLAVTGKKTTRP
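CBFb-His/RUNX1-biotin, 30 nM each, preincubated 20 min RT; compound 15 min RT; Ni + streptavidin beads 50 ng each, 90 min RT; AlphaScreen read.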
GAA glycogen mod = alters human alpha-glucosidase cleavage of glycogen | P10253 | recombinant GAA, glycogen substrate, Amplex Red glucose oxidase fluorescence | Potency, µM (doses to about 76.4 µM), without a hit: at the highest dose activity change, negative = inhibition, actives largely listed as inhibitors | 300,000 tested, 0.38% active;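 also: potency is read from the fitted curve at half-maximal effect; 0% = full enzyme reaction and -100% = no-enzyme basal signal; the screen sought inhibitors and activators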
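Recombinant human alpha-glucosidase (4 nM final) hydrolysed bovine liver glycogen (30 ug) for 40 min at 37 C in pH 5.0 citrate/phosphate with 0.01% Tween-20. Released glucose detected by glucose oxidase/Amplex Red, Ex 573/Em 610 nm. Compounds up to 77 uM; AC50 from Hill fits.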
* hit, by the source's call; u = inconclusive; x = no result given; & = joins results of further samples; [ ] = remark or other dose. Unless noted, calls follow the shape of the dose curve; as a rule, active = well fitted curve in the direction sought with a large enough effect; inconclusive = small, poorly fitted or top-dose-only effect, or another doubt; inactive = no such curve, though single readings can be large; an effect the other way counts as inactive or inconclusive.

SMILES	LMNA splice mod	HTT cytoprotect	HTT aggregate	GAA inhib	aGlu spleen mod	CBFb RUNX1 block	GAA glycogen mod
CCOC(=O)c1ccccc1NC1c2ccccc2C(=O)N1C1CCN(C(=O)OCC)CC1 (stereo not drawn)	-25.9%	-4.9%[10 µM]	-2.3%	0.4%	-7.5%	-4.8%	-23.1%
Cc1ccc(OCC(=O)N/N=C/c2cccn2C)cc1C	x	18.2%[10 µM]	18.0%[9.22 µM]	-4.0%[15.4 µM]	-1.9%	-7.1%	-1.9%
Cc1nc(NC(=O)CCc2ccccc2)ccc1Br	-8.4%	2.4%	0.3%	-1.0%	-1.1%	22.2%	0.3%
CCOc1ccc(C(C)=O)cc1COC(=O)c1cccnc1SC	u	0.2%[10 µM]	25.7%	-1.9%	2.4%	1.4%	18.5%
Nn1c(Cc2ccc(F)cc2)n[nH]c1=S	x	-19.2%	7.3%	7.8%	2.6%	-2.7%	0.9%
Cc1ccc(S(=O)(=O)N2CCC(NC(=O)OC(C)C)CC2)cc1	5.9%[46 µM]	-24.1%	-13.6%	-5.6%	3.8%	-3.8%	1.5%
Cc1cc(SCC(=O)c2cccs2)nc2ccccc12	-8.2%	-9.3%[10 µM]	u	-5.8%	-10.6%	-3.9%	-6.5%
COc1cc(/C=C(\C#N)C(=O)NC(C)C)cc(Cl)c1O	-8.9%[46 µM]	-0.6%	-3.6%	-7.1%	-2.8%	2.1%	-18.0%
COc1ccccc1N(Cc1cc2cccc(C)c2[nH]c1=O)C(=O)C(C)C	u	-2.4%	-14.6%	2.6%	3.0%	3.5%	1.4%
Cc1ccc(S(=O)(=O)N/N=C/c2c(C)nn(-c3ccccc3)c2C)cc1	1.3%	-5.5%	9.3%	2.3%	-12.1%	1.1%	-10.7%
CN(c1cccc(NC(=O)c2ccccc2N(C)S(=O)(=O)c2ccccc2)c1)S(C)(=O)=O	-4.5%	-5.1%[0.074 µM]	12.7%	-2.6%	-14.0%	1.0%	1.8%
O=C(Oc1ccc(Cl)c2ccccc12)N1CCCCC1	14.1%	-35.6%	-19.8%	-0.1%	-2.3%	14.3%	-1.8%
O=C(c1ccc(-c2ccccc2)cc1)N1CCC(C(=O)N2CCCC2)CC1	-15.7%	16.5%[0.074 µM]	-12.7%	-8.3%	-23.9%	14.7%	-3.7%
N#C/C(=C/c1cn(CC(=O)O)c2ccccc12)C(=O)NCc1ccccc1	x	36.4%[10 µM]	5.6%	-0.2%	-2.0%	8.1%	-0.3%
CCc1ccc(C2=NN(CCC(=O)NC(C)CCc3ccccc3)C(=O)CC2)cc1 (stereo not drawn)	x	-44.1%[inhibitor]	-23.1%	u	1.6%	6.3%	-1.1%
O=C1CSC(c2ccccc2Cl)N1 (stereo not drawn)	x	-1.2%	-4.1%	-3.2%	-2.7%	-1.6%	0.7%
Fc1ccc(NC(=S)Nc2ccc(Br)cc2)cc1	u	15.8%[10 µM]	-3.8%	-3.0%	-2.4%	6.0%	-16.1%
NC(=O)C[C@@H]1NC(=O)[C@H](CCC(=O)O)NC(=O)c2cc([N+](=O)[O-])cc(I)c2OCC[C@@H](C(N)=O)NC1=O	-1.9%	x	1.5%	2.0%	2.1%	-1.2%[2.36 µM]	3.8%
CC(=O)NC1(C(Cl)(Cl)Cl)Oc2ccccc2O1	u	-71.4%[inhibitor]	u	-2.3%	-4.5%	5.1%	0.1%
CCC(C)(C)NC(=O)c1ccccc1Oc1ccccc1	x	3.5%	23.1%	4.5%	-5.1%	-0.3%	-7.1%
Cc1cccc(NC(=S)NCc2ccc(F)cc2)c1	u	x	16.3%	-7.8%	0.6%	5.8%	-6.0%
COn1c(-n2nc(C)cc2C)nc2ccccc2c1=O	-2.5%	-9.1%[0.074 µM]	-17.9%	-1.6%	-3.5%	1.5%	-5.3%
CCN(CC)CCC(c1ccc(OC)cc1)c1c(O)cc(OC)cc1OC (stereo not drawn)	x	-12.8%[10 µM]	3.1%[9.22 µM]	x	6.6%&1.3%	-0.8%&2.7%	0.8%
O=C(O)C1C2C=CC(C2)C1C(=O)NCc1ccc(Cl)c(Cl)c1 (stereo not drawn)	u	-2.0%[10 µM]	-16.4%	2.9%	7.2%	16.0%	-3.2%
CCN(c1ccccc1)S(=O)(=O)c1ccc(Cl)c(NC(=O)CN2CCCCCC2)c1	x	-31.6%[10 µM]	-22.9%[9.22 µM]	x	9.0%	14.3%	-8.5%
Cc1cccc2cc(C3CC(c4ccco4)=NN3S(=O)(=O)c3ccccc3)c(Cl)nc12 (stereo not drawn)	11.3%	15.3%[10 µM]	6.1%	-3.2%	3.7%	-6.9%	5.4%
Cc1cc(C)c(S(=O)(=O)c2ccccc2C(=O)O)c(C)c1	4.1%	2.6%	8.8%	-0.7%	-1.4%	-10.4%	1.0%
CCC(C)(C)NC(=O)Cn1c(-c2ccccc2)cc(C(C)=O)c1C	x	-26.5%	-8.3%	-14.0%	5.6%	-1.8%	-9.1%
CCOC(=O)C1CCN(Cc2ccc(C(=O)OC)cc2)CC1	1.3%	-10.1%[0.074 µM]	-20.9%	-9.6%	-0.8%	6.1%	1.9%
CC(C)c1ccc(/C=N/NC(=O)CC(=O)NCc2ccccc2)cc1	9.8%[46 µM]	-55.1%[inhibitor]	4.1%	-2.8%	x	-9.9%	0.0%
Cc1ccccc1NC(=O)CN1C(=O)NC(C)(c2ccc3c(c2)OCO3)C1=O (stereo not drawn)	-14.6%	-5.7%	18.5%	0.7%	3.7%	-1.8%	-3.5%
CCOC(=O)CN1C(=O)N[C@@H](c2ccccc2)[C@H](C(=O)OC)[C@H]1C	-9.8%[9.22 µM]	-28.0%[10 µM]	x	x	-0.1%[17.4 µM]	-4.4%[13.1 µM]	x
O=c1[nH]snc1N1CCOCC1	u	-6.6%	-10.9%	6.3%	-6.8%	-2.7%	-24.2%
COC(=O)C1=C(C(=O)OC)[C@@H]2N(Cc3ccccc3)c3ccccc3[C@@]23C[C@@H](C(=O)OC)N(S(=O)(=O)c2ccc(OC)cc2)C3=N1	2.6%[9.22 µM]	-24.2%[10 µM]	x	x	2.2%[17.4 µM]	-13.5%[13.1 µM]	x
Cc1ccc(S(=O)(=O)N(CC(=O)NCCC2=CCCCC2)Cc2ccccc2F)cc1	17.6%	-45.2%[inhibitor]	u	-8.2%	-5.7%	9.1%	-5.8%
Cc1noc(C)c1C(=O)Nc1ccc(F)cc1F	4.0%	5.7%	3.4%	-0.9%	6.4%	-0.9%	4.5%
Cc1ccc(-c2nn(CC(=O)NCCN3CCOCC3)c(=O)c3ccccc23)cc1	-16.5%	-10.5%	u	-14.1%	7.9%	16.1%	0.8%
CC(=O)c1nc(-c2ccccc2)sc1C	10.6%[46 µM]	-19.7%	13.6%	-4.0%	x	10.0%	3.3%
CCc1ccc(OCCCC(=O)Nc2ccc(N3CCOCC3)cc2)cc1	x	13.0%[10 µM]	12.0%[9.22 µM]	4.5%	-4.2%	0.7%	2.1%
N#CC(C(=O)c1ccc(S(=O)(=O)N2CCCCCC2)cc1)c1nc2ccccc2[nH]1 (stereo not drawn)	u	0.8%	11.0%	-1.6%	-5.5%	1.3%	1.1%
N#Cc1c(-c2c(Cl)cccc2Cl)noc1/C=C/Nc1ccc(C(=O)O)cc1	x	10.8%	-9.7%	-10.2%	-0.9%	-1.1%	-2.9%
Cc1cc(N2CCOCC2)n2cc(-c3ccc(F)cc3)nc2n1	x	-57.1%[inhibitor]	-2.5%	3.0%	1.6%	7.4%	-8.5%
CC(C)CC(=O)Nc1nc2ccc(S(=O)(=O)N3CCOCC3)cc2s1	-24.9%	-15.5%	9.7%	0.9%	11.1%	-2.0%	0.3%
COC(=O)c1cn(CCOc2ccccc2OC)c2ccccc12	u	0.3%[10 µM]	-5.1%	-5.7%	-3.5%	22.9%	2.7%
Cn1c2ccccc2c(=O)c2c(=O)n(-c3ccccc3)c(-c3ccc(C(C)(C)C)cc3)nc21	x	7.7%[10 µM]	15.0%[9.22 µM]	-9.2%	-1.9%	11.7%	-2.9%
O=C(Nc1ccccc1)N1CC=C(c2ccccc2)CC1	-1.7%	-28.5%[0.074 µM]	-15.4%	-3.0%	-5.8%	11.5%	5.0%
O=C(CSc1nc2ccccc2[nH]1)N1c2ccccc2Sc2ccccc21	u	10.0%[10 µM]	-5.3%	1.2%	-8.2%	u	-4.5%
CC(C)CN1CCN(C2CCN(C(C)C)CC2)C(CCO)C1 (stereo not drawn)	x	10.3%[10 µM]	-12.2%[9.22 µM]	x	1.0%	15.5%	4.0%
CN(C)C(=O)[C@@H]1C[C@H]1[C@@H](NC(=O)OCc1ccccc1)c1ccccc1	-9.6%	-12.2%	29.6%	-0.5%	3.7%&-7.5%	-0.5%[2.36 µM]	3.8%
CCSc1nnc(NC(=O)c2cc3c(s2)CCCC3)s1	1.5%	-19.6%	24.1%	0.5%	-4.6%	2.9%	3.7%

Record cards, as listed above. Screens in order: LMNA splice mod | HTT cytoprotect | HTT aggregate | GAA inhib | aGlu spleen mod | CBFb RUNX1 block | GAA glycogen mod
O=C(CSc1nc2ccccc2[nH]1)N1c2ccccc2Sc2ccccc21 as listed: u | 10.0%[10 µM] | -5.3% | 1.2% | -8.2% | u | -4.5%
N#Cc1c(-c2c(Cl)cccc2Cl)noc1/C=C/Nc1ccc(C(=O)O)cc1 as listed: x | 10.8% | -9.7% | -10.2% | -0.9% | -1.1% | -2.9%

More entries follow:
SMILES	LMNA splice mod	HTT cytoprotect	HTT aggregate	GAA inhib	aGlu spleen mod	CBFb RUNX1 block	GAA glycogen mod
O=C(CSc1nnc(-c2ccc(F)cc2)o1)Nc1ccc(S(=O)(=O)N2CCCCCC2)cc1	-10.3%	-5.0%	4.2%	5.7%	-0.8%	5.9%	14.6%
CC1CC(C)CN(C(=O)Nc2ccc(Br)cc2)C1 (stereo not drawn)	x	x	x	3.4%	-0.5%	5.6%	-4.1%
N#Cc1nc(-c2cccs2)oc1NCc1ccccc1Cl	1.8%	-34.1%	7.1%	u	-11.6%	1.6%	u
Cn1nc(C(=O)Nc2cccnc2)c2ccccc2c1=O	-1.2%	-14.1%[0.074 µM]	2.0%	-4.1%	-8.8%	0.1%	3.2%
CC(=O)C1=C(O)C(=O)N(CCC(=O)O)C1c1ccccc1Cl (stereo not drawn)	21.2%	-0.4%	5.7%	-0.9%	-6.2%	-0.9%	1.6%
COc1ccc2nc3cc(Cl)ccc3c(Nc3cc(C(C)C)c(O)cc3C)c2c1	x	-18.2%[10 µM]	-9.7%[9.22 µM]	x	-7.9%	u	u
